Screens as filed in PubChem BioAssay.
KCNH2 WT inh – inhibitors of human wildtype KCNH2 potassium channel; U2OS, BacMam KCNH2, thallium flux FluxOr; stronger effect = lower value; AID 720551; activity change, % at 1.84 µM; 340,000 tested, 0.37% active;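 active means maximum activity change below -70%; inconclusive means maximum activity change between -70% and -50%; inactive means maximum activity change above -50%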; further: on the % scale 0 is the no-effect control and ±100 the full control effect
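U2OS cells transduced with wild-type KCNH2 virus are loaded with FluxOr dye for 45 min, and thallium flux is measured in kinetic reads before and after stimulation buffer. Rate constants are normalized to DMSO controls.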
AT treatment – potential ataxia-telangiectasia treatment | […] A-T fibroblasts, KAP-1 phosphorylation AlphaLISA; neocarzinostatin DNA damage 30 min before lysis | Potency, µM (series often up to 57.5 µM), for the others: at the top dose activation, most hits filed as activators | 320,000 tested, 0.19% active | AID 485349; further: potency means the concentration at half of the fitted maximal effect; % of control where 0% means no effect; nearly all actives have a fitted effect of over 45% in size
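hTERT-immortalized A-T patient fibroblasts ([…]), 500 cells/well in OPTI-MEM, 1% FBS, got compounds for 60 min, then NCS for 30 min at 37C. Lysates were then assayed for phospho-KAP-1 by AlphaLISA (anti-pKAP1 donor, anti-KAP1 acceptor beads), 6 hr at 25C.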
GALK inh – galactokinase (human) inhibition; Potency, µM (series often up to 57.5 µM), for the others: top-dose activity change, negative = inhibition, actives largely listed as inhibitors; 270,000 tested, 0.007% active; Purified GALK, Kinase-Glo residual ATP luminescence; P51570; AID 1868; further: potency means the concentration at half of the fitted maximal effect; on the % scale 0 is the no-effect control and ±100 the full control effect
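The enzyme phosphorylates galactose (100 uM) using ATP (35 uM); inhibition is detected as higher residual ATP, quantified by bioluminescence after 1 h reaction at room temperature, pH 8.0.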
ASM inhibitor – blocks human secretory acid sphingomyelinase; P17405; placental ASM, HMU-PC fluorogenic substrate, 60 min; Potency, µM (doses to about 57.5 µM), for inactives: at the top dose activity change, negative = inhibition, usual class: inhibitors; 340,000 tested, 0.006% active; AID 504937; further: potency means the concentration at half of the fitted maximal effect
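Fluorescence read-out (Ex 386 nm, Em 447 nm) after stopping the reaction at pH 10. Enzyme: ASM from human placenta; substrate HMU-PC0, 9 uM final; 60 min, 37 °C. Compound preincubation 10 min, ambient temperature.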
MBNL1 CUG block – MBNL1-poly(CUG) RNA binding inhibition; Q9NR56; 280,000 tested, 0.036% active; AID 2675; TR-FRET MBNL1-His/biotin-(CUG)12 binding, 665/545 ratio; Potency, µM (series often up to 57.5 µM), without a hit: top-dose activity change, negative = inhibition, usual class: inhibitors; active means well fitted inhibition curve with a large enough effect in the signal ratio, with a control signal flat, not every such curve was filed as active; inconclusive means small, poorly fitted or top-dose-only effect, or effect the other way, or a change in a side signal; inactive means no such curve, though single readings can be large or run the other way; the % refers to the signal ratio; further: potency means the concentration at half of the fitted maximal effect; on the % scale 0 is the no-effect control and ±100 the full control effect
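Compound titration spanned 92 nM–58 uM against the MBNL1-His/biotin-(CUG)12 complex. After 60 min at room temperature with 5 nM streptavidin-XL665 and 0.055 ng/ul terbium anti-His, ratiometric 665/545 nm emission (Ex 340 nm) normalized to controls.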
KCNH2 3.1 inh – blocks the human KCNH2 3.1 channel isoform; U2OS KCNH2 3.1, thallium flux FluxOr; stronger effect = lower value; 340,000 tested, 0.95% active; activity change, % (tested at about 1.8 µM);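 active means maximum activity change below -70%; inconclusive means maximum activity change from -70% to -50%; inactive means maximum activity change above -50%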;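 further: thallium influx rate constant from kinetic fluorescence after stimulation buffer; on the % scale 0 is the no-effect control and ±100 the full control effect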
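FluxOr-based Tl+ influx in U2OS cells transduced with KCNH2 3.1 virus; rate constants normalized to DMSO controls.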
FBPA coupling cs – coupling enzyme interference in Giardia aldolase counter-screen; coupling enzyme system counterscreen, AmpLite Red fluorescence; activity change, negative = inhibition, % at 58.2 µM, hits read low; 290,000 tested, 0.67% active; in the data active means activity change below about -30%; further: on the % scale 0 is the no-effect control and ±100 the full control effect
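First, compound is pin-transferred into glyceraldehyde-3-phosphate coupling-enzyme reagent at 57.5 uM final and held 10 min at RT. Next, substrate, coupling system and AmpLite Red are added. After 20 min RT, fluorescence (525/598 nm) is read.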
CXXC DNA block – MLL CXXC-DNA interaction inhibition; Q03164; Potency, µM (doses to about 115 µM), without a hit: at the top dose activity change, negative = inhibition, most hits filed as inhibitors; MLL-CXXC / FITC-HOXA9 DNA fluorescence polarization; 290,000 tested, 0.037% active; active means well fitted inhibition curve with a large enough effect in the polarisation, with a control signal flat, not every such curve was filed as active; inconclusive means small, poorly fitted or top-dose-only effect, or effect the other way, or a change in a side signal; inactive means no such curve, though single readings can be large or run the other way; the % refers to the polarisation; further: potency means the concentration at half of the fitted maximal effect
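Steps: dispense CXXC domain solution (7 uM) → pin compounds or unlabeled HOX-A9 DNA control → 5 min ambient → add FLSN-HOX-A9 solution (50 nM) → spin → 30 min ambient → fluorescence polarization. Tris pH 7.5/NaCl/DTT/BSA buffer.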
a7 integrin act – integrin-mediated muscular dystrophy alleviation activation; alpha7betagal myoblasts, beta-gal FDG fluorescence, 48 h; 350,000 tested, 0.064% active; Potency, µM (series often up to 38.3 µM), for inactives: at the highest dose activation, actives largely listed as activators; AID 624291;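 further: potency means the concentration at half of the fitted maximal effect; 100% = response of the positive control SU9516; nearly all actives have a fitted effect of over 60% in size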
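alpha7betagal+/- myoblasts (passage 13, 250/well) treated 48 h at 37C with compounds at 1:260 dilution of DMSO stock. Lysed, then beta-galactosidase activity read as FDG fluorescence (ex 480/em 540) after 30 min, with pre-read for autofluorescence.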
TRPV1 agonist – activates the human vanilloid receptor TRPV1; Q8NER1; TRPV1-expressing cells, Fluo-8 calcium influx, agonist mode; activation, % at 8.33 µM; 320,000 tested, 0.19% active; AID 540275; in the data active means activation above about 80%; inconclusive means between about 30% and that limit; further: 0% is about no effect
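Cells expressing TRPV1 were dye-loaded with Fluo-8 and read kinetically: 10 s baseline, 3 min after compound (agonist portion), then 2 min after EC20 capsaicin (allosteric enhancer portion). Calcium-bound dye fluorescence at 480/520 nm.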
Active calls of the source: *; ? = inconclusive; nt = not tested or not shown; [ ] = another dose, or the depositor's remark. Unless noted, the call rests on the fitted dose curve; in most records, active means well fitted curve in the direction sought with a large enough effect; inconclusive means small, poorly fitted or top-dose-only effect, or another doubt; inactive means no such curve, though single readings can be large; an effect the other way counts as inactive or inconclusive.

mol	FBPA coupling cs	GALK inh	ASM inhibitor	AT treatment	CXXC DNA block	KCNH2 WT inh	a7 integrin act	MBNL1 CUG block	TRPV1 agonist	KCNH2 3.1 inh
Cc1ccccc1NC(=O)Cc1nc(COC(=O)COc2cccc(C)c2C)cs1	nt	nt	-5%	7%	nt	-7	-17%	nt	3	-30
Clc1ccc(-c2cnc3ccccc3n2)cc1	1	nt	1%	3%	13%	-2	-3%	28%	1	-17
Cc1nn(-c2ccccc2)c(C)c1/C=N/NC(=O)c1ccccc1NS(=O)(=O)c1cccs1	12	nt	3%	-14%	4%	-5	?	-2%	-4	-8
CC[C@H](C)Cc1cn([C@@H](CCCCN)C(=O)NCCCCCCCCCCC(=O)N2CCNCC2)nn1	nt	nt	4%	19%	nt	8	3%	nt	-1	3
Cc1ccn(CCC(=O)N2c3ccccc3CC2C)n1 (configuration not stated)	0	-1%	3%	3%	-2%	8	1%	13%	-2	36
C[C@@]12CCC=C[C@H]1[C@H](c1ccc(C(F)(F)F)cc1)N(Cc1ccccc1)C2=O	7	3%	?	0%	3%	nt	22%	-3%	18	nt
O=C(NCCOc1ccc2ccccc2c1)c1cncc(Br)c1	-3	4%	-9%	-18%	-1%	1	-24%	10%	30	-11
S=C(Nc1ccccc1)Nc1ccccc1Br	1	9%	4%	20%	1%	-6	-8%	nt	nt	3
COc1ccc(OC(=O)N2C/C(=C/c3ccccc3)C(=O)/C(=C\c3ccccc3)C2)cc1	nt	nt	-3%	nt	nt	-6	-40%	nt	nt	-20
CC(C)(C)CN1C(=O)C(=O)NC[C@H]1Cc1ccc(O)cc1	-1	1%	8%	-9%	-17%	-8	0%	-8%	0	-18
Cn1c(Cn2c(=O)sc3ccccc32)nnc1SCC(=O)N1CCc2ccccc21	-1	-1%	0%	0%	4%	0	4%	3%	-1	1
Cc1nc(SC(C)C(=O)NCc2ccc3c(c2)OCO3)nc(C)c1C (configuration not stated)	nt	nt	3%	15%	nt	-8	22%	nt	nt	1

The list continues:
mol	FBPA coupling cs	GALK inh	ASM inhibitor	AT treatment	CXXC DNA block	KCNH2 WT inh	a7 integrin act	MBNL1 CUG block	TRPV1 agonist	KCNH2 3.1 inh
Cc1noc(C)c1S(=O)(=O)Nc1ccc(C(=O)NCc2ccccc2)cc1	5	0%	-1%	1%	0%	-5	2%	-12%	-2	-3
COc1ccc(N2CCN(CC(=O)NCc3ccccc3)CC2)cc1	1	1%	1%	-2%	-3%	-3	-22%	-12%	8	13
O=c1cc(CSc2nnc(COc3ccccc3)o2)c2ccccc2[nH]1	-1	-4%	-3%	3%	0%	-7	5%	6%	2	2
O=C(COC(=O)c1ccccc1)Nc1ccccc1Br	0	1%	2%	3%	7%	1	9%	3%	6	-3
CC(C)(C)c1[nH]nc2c1C(Cc1ccccc1)C(C#N)=C(N)O2 (configuration not stated)	-5	2%	-5%	7%	-8%	-2	-27%	4%	-1	-1
O=S(=O)(c1ccc(Br)cc1)n1ccc2ccccc21	-2	1%	-5%	17%	1%	-1	-37%	1%	0	-1
CC(=O)Nc1ccc2c(c1)OCCO2	nt	-3%	1%	2%	7%	-4	-7%	-6%	2	0
CCCCn1c(N)c(-c2nc3ccccc3o2)c2c([N+](=O)[O-])nn(CC)c(=O)c21	-1	1%	-1%	0%	-8%	7	18%	nt	5	4
CCCOc1ccc(-c2c(C(=O)N/N=C/c3cccs3)nnn2-c2nonc2N)cc1	nt	-3%	?	-2%	2%	-11	-3%	-2%	?	10
COc1ccc(C/C(C)=N\NC(=O)c2cn(C)c3ccccc23)cc1OC	0	1%	3%	-23%	-5%	-10	0%	-4%	1	-8
O=C1[C@@H]2Cc3c([nH]c4ccccc34)C(c3ccccc3)N2C(=O)CN1C1CC1 (some centres not stated)	3	2%	-2%	29%	-8%	-1	-10%	-12%	3	-10
O=C(Oc1cccc2cccnc12)c1cccs1	-4	-2%	0%	-1%	12%	-6	-51%[inhibitor]	6%	-1	5

A run of entries of the results above, for reference:
mol	FBPA coupling cs	GALK inh	ASM inhibitor	AT treatment	CXXC DNA block	KCNH2 WT inh	a7 integrin act	MBNL1 CUG block	TRPV1 agonist	KCNH2 3.1 inh
CCCCn1c(N)c(-c2nc3ccccc3o2)c2c([N+](=O)[O-])nn(CC)c(=O)c21	-1	1%	-1%	0%	-8%	7	18%	nt	5	4
CCCOc1ccc(-c2c(C(=O)N/N=C/c3cccs3)nnn2-c2nonc2N)cc1	nt	-3%	?	-2%	2%	-11	-3%	-2%	?	10
COc1ccc(C/C(C)=N\NC(=O)c2cn(C)c3ccccc23)cc1OC	0	1%	3%	-23%	-5%	-10	0%	-4%	1	-8
O=C1[C@@H]2Cc3c([nH]c4ccccc34)C(c3ccccc3)N2C(=O)CN1C1CC1 (some centres not stated)	3	2%	-2%	29%	-8%	-1	-10%	-12%	3	-10
O=C(Oc1cccc2cccnc12)c1cccs1	-4	-2%	0%	-1%	12%	-6	-51%[inhibitor]	6%	-1	5

Continued.
mol	FBPA coupling cs	GALK inh	ASM inhibitor	AT treatment	CXXC DNA block	KCNH2 WT inh	a7 integrin act	MBNL1 CUG block	TRPV1 agonist	KCNH2 3.1 inh
CN(C(=O)COC(=O)C12CC3CC(CC(Cl)(C3)C1)C2)C1(C#N)CCCCC1	nt	nt	3%	12%	nt	4	-2%	nt	17	4
Cc1cccc(C)c1NC(=O)Cn1c(=O)c(N2CCCCC2)c(N)n(C)c1=O	nt	nt	-1%	-5%	nt	1	11%	nt	nt	7
CCCNC(=O)N1CCC(C(=O)c2cccc(F)c2)CC1	nt	0%	0%	4%	3%	59	-15%	-11%	?	11
CC(C)C(NC(=O)OCc1ccccc1)C(=O)OCC(=O)N1C(C)CCCC1C (configuration not stated)	2	3%	5%	19%	9%	8	20%	-19%	-5	1
O=C(OCC(=O)N1CCN(c2ccccc2)CC1)c1ccc(Cl)nc1	nt	nt	4%	1%	nt	24	3%	nt	2	16
N#CCCCSc1nnnn1-c1cccc(Cl)c1	1	1%	-2%	10%	6%	-7	10%	17%	6	-5
COc1ccc(CC(=O)Nc2nncs2)cc1OC	1	1%	5%	5%	0%	5	0%	-10%	-4	1
Cc1ccc(/C=c2\sc3nc(-c4ccco4)nn3c2=O)o1	1	-2%	-6%	0%	-2%	1	14%	12%	-6	-4
COc1ccc(CP(=O)(c2ccccc2)c2ccccc2)cc1	-1	-2%	1%	1%	5%	-8	8%	0%	9	12
COc1ccc(CN(C)C(=O)c2ccc3c(=O)n4c(nc3c2)CCC4)cc1	nt	-2%	-2%	-5%	-4%	-14	-21%	-3%	29	3
O=C(O)c1ccc(-c2cccc([N+](=O)[O-])c2)o1	7	-2%	-2%	3%	7%	3	?	?	-3	19
COc1cc(OC)cc(C(=O)NNC(=O)CN2C(=O)NC3(CCCC3)C2=O)c1	nt	nt	2%	1%	nt	-5	4%	nt	1	6

Other records
mol	FBPA coupling cs	GALK inh	ASM inhibitor	AT treatment	CXXC DNA block	KCNH2 WT inh	a7 integrin act	MBNL1 CUG block	TRPV1 agonist	KCNH2 3.1 inh
CC1CCCC(NC(=O)CSC2CCCCC2)C1C (configuration not stated)	1	2%	3%	5%	4%	-4	-18%	-1%	?	-3
Cc1ccc(C2(c3noc(CN(C)CCCN4CCOCC4)n3)CCCC2)cc1	-2	1%	nt	-3%	-5%	nt	nt	5%	8	nt
CN(C(=O)Cc1ccccc1)n1cnnc1	3	3%	4%	-2%	2%	1	10%	-11%	-1	3
N/C(Cc1ccc(Cl)c(Cl)c1)=N\OC(=O)c1ccc(Br)o1	0	0%	-4%	22%	4%	-1	-12%	nt	nt	-13
CC(NC(=O)c1ccccc1F)c1nnc(SCC(=O)N2CCN(c3ccccc3)CC2)n1C (configuration not stated)	0	0%	3%	1%	-16%	5	1%	-2%	-4	8
Cc1cc(C)n(CC(O)COc2ccc(Cl)cc2)n1 (configuration not stated)	0	1%	7%	5%	-6%	2	21%	-1%	0	7
Cc1ccc(N=N/C(=C\O)C(=O)c2ccc(Cl)cc2)cc1	0	-1%	?	-3%	-10%	-2	-44%	-1%	30	-4
COc1cccc(CN2C(=O)CCC2(C)C(=O)NCCc2ccc(OC)c(OC)c2)c1 (configuration not stated)	1	-3%	2%	2%	2%	-3	25%	-8%	1	-4
O=C(N/N=C/c1cc(Cl)cc([N+](=O)[O-])c1O)c1cc(-c2ccccn2)nc2ccccc12	-3	-2%	0%	-8%	-8%	-2	-15%	-2%	0	-20
Cc1ccc(NC(=O)CCCn2c(=O)oc3ccccc32)c(O)c1	nt	-3%	3%	3%	-4%	-8	41%	2%	3	20
O=c1[nH][nH]c(-c2ccccc2)c1C=Nc1ccc(OC(F)(F)F)cc1	4	-1%	-13%	0%	9%	1	-7%	7%	-2	-7
